QS inhibitor: blocks AIP-induced quorum sensing reporter in S. aureus. inhibition, % at 2 µM. 24,000 compounds, 0.3% hits. AID 527. S. aureus RN6390 RNAIII-GFP reporter, flow cytometry 3 h;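 active = share of bacteria positive for the green fluorescent reporter and its mean brightness both inhibited by 50% or more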;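 note: 0% = AIP-stimulated control and 100% = unstimulated bacteria without AIP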
QS inhibitor GFP MFI %: further read-out of QS inhibitor, marked with its call; inhibition, %; measured here: inhibition of GFP MFI
Starred values were filed as active, the others as inactive; & = joins results of further samples. Only part of the results is shown (hit frequency here may not be typical).

Results follow in this order: QS inhibitor | QS inhibitor GFP MFI %
> O=C(O)C1CCCCC1C(=O)Nc1cnn(Cc2ccccc2)c1 (centres undefined)
  -2 | -6
> O=C(NCc1cccs1)C1CCN(c2nc3ccccc3o2)CC1
  -1 | 3
> Cc1cc2cc(CNC(=O)CC(C)C)ccc2n1C
  0 | 6
> Cc1oc(-c2ccc(Cl)cc2)nc1CN1CCC(C(=O)NCc2cccnc2)CC1
  -3 | -6
> COc1cccc(Cn2c(=S)[nH]c3ccc(N4CCOCC4)cc3c2=O)c1
  -8 | -10
> O=C(Nc1ccc2c(c1)C(=O)N(C1CCCCC1)C2=O)C1CCCO1 (centres undefined)
  0 | 0
> CCCc1cc(C(=O)Nc2cc(C)nn2-c2ccccc2)no1
  -4 | -20
> CN1CCN(C2=C(Cl)C(=O)N(c3cccc(Cl)c3)C2=O)CC1
  0 | -3
> CCSC1=C(C#N)C(c2ccccc2OC)CC(=O)N1 (centres undefined)
  0 | 4
> CC1(C)Cc2noc(N)c2C(C)(C)N1OC(=O)c1scc2c1OCCO2
  -3 | -20
> O=C(CCn1cccc1)NCCc1ccc(Cl)cc1
  4 | 12
> CCOC(=O)c1[nH]c(C)c(C(=O)N(C)Cc2ccccc2)c1C
  5 | 11
> Cn1cnnc1SCC(=O)NCc1cccc(C(F)(F)F)c1
  -3 | -9
> CSc1nc2c(c(=O)[nH]1)C(c1ccncc1)C(C(=O)OC(C)C)=C(C)N2 (centres undefined)
  4 | 15
> CC(=O)c1cccc(NC(=O)CCOc2ccccc2)c1
  -2 | -9
> CC(C)CCNc1cc(=O)n(C)c(=O)n1C
  0 | 1
> O=C(NCc1ccc2c(c1)OCO2)C1CCC(CNS(=O)(=O)c2ccccc2)CC1 (centres undefined)
  -1 | -9
> Cn1c(=O)c2c(nc(-n3ccnc3)n2C)n(C)c1=O
  3 | 36
> COc1ccccc1NC(=O)C1=C(C)Nc2nnnn2C1c1cccc(C)c1 (centres undefined)
  2 | 17
> Cn1c2c(c(=O)n(C)c1=O)C(c1ccccc1OC(F)F)C1=C(CCCC1=O)N2 (centres undefined)
  -2 | -24

Filtered by structure, the compounds so far containing a thiophene ring, fused or not (2)
Results follow in this order: QS inhibitor | QS inhibitor GFP MFI %
> O=C(NCc1cccs1)C1CCN(c2nc3ccccc3o2)CC1
  -1 | 3
> CC1(C)Cc2noc(N)c2C(C)(C)N1OC(=O)c1scc2c1OCCO2
  -3 | -20

(cont.)
Results follow in this order: QS inhibitor | QS inhibitor GFP MFI %
> CCc1c(O)nc(SCC(=O)Nc2ccc(OC)cc2)n(C2CCCCC2)c1=O
  12 | 13
> CCNc1nc(Oc2ccc(C(=O)OC)cc2)nc(N(C)C)n1
  -3 | -8
> Cn1c(=O)c2c(nc(SCCCC#N)n2Cc2c(F)cccc2Cl)n(C)c1=O
  -2 | -5
> O=c1cc(CO)oc(C(Nc2ccccn2)c2ccc(C(F)(F)F)cc2)c1O (centres undefined)
  6 | 10
> CCc1nnc(NC(=O)c2ccc(S(=O)(=O)NCC(C)C)cc2)s1
  1 | 11
> Cc1cc(NC(=O)c2noc3c2CCCCC3)no1
  0 | -30
> CCOC(=O)C(NS(=O)(=O)c1ccc(Br)cc1)C(C)C (centres undefined)
  2 | -4
> Cc1cc(=O)n(-c2ccc(O)cc2)[nH]1
  6 | 7
> CCOC(=O)N1CCN(C(=O)CCc2nc3sc4c(c3c(=O)[nH]2)CCCC4)CC1
  1 | -3
> Cc1[nH]n2c(=O)cc(Cc3ccccc3)nc2c1C#N
  5 | 12
> COc1cccc(CN=CC2=C(O)CC(C)(C)CC2=O)c1OC
  0 | -3
> CCOC(=O)N1CCC(N2Cc3cccc(C(=O)NCc4ccccc4OC)c3C2=O)CC1
  -5 | -11
> COc1ccc(-n2nnc3c(=O)n(CC(=O)N4CCCC4)cnc32)cc1
  7 | 36
> CCn1c(C)cc(=S)c2ccccc21
  -1 | -1
> N#CCSc1nc2ccc(N3CCCCC3)cc2c(=O)n1Cc1ccccc1
  5 | 18
> COCC(=O)NCc1nc2ccccc2[nH]1
  0 | 8
> CCOC(=O)N1CCC(NC(=O)c2cc(C(=O)Nc3ccc(OCC)cc3)ccc2CO)CC1
  17 | 44
> CC(NC(=O)c1cccnc1)C(=O)N1CCCCC1 (centres undefined)
  -3 | -5
> O=C(O)CCc1ccc(-c2cccs2)o1
  0 | 2
> CC1CCN(CCNC(=O)c2ccc(NC(=O)C3CCCO3)cc2)CC1 (centres undefined)
  2 | 2

Copied from the list.
COCC(=O)NCc1nc2ccccc2[nH]1 | QS inhibitor GFP MFI %: 8
CCc1c(O)nc(SCC(=O)Nc2ccc(OC)cc2)n(C2CCCCC2)c1=O | QS inhibitor GFP MFI %: 13

Next compounds:
Results follow in this order: QS inhibitor | QS inhibitor GFP MFI %
> c1ccc(Cn2nnc3c(N4CCC5(CC4)OCCO5)ncnc32)cc1
  2 | 8
> CN1c2ccccc2C(C)(C)C12CCCC(=O)N2 (centres undefined)
  6 | 8
> COc1ccc(COCC(O)CN2CCOCC2)cc1OC (centres undefined)
  4 | 16
> CCOC(=O)CNC(=O)CSc1ncnc2c1nnn2-c1ccc(F)cc1
  0 | 11
> Cc1noc(C)c1S(=O)(=O)N(CC(=O)O)c1ccc2c(c1)OCO2
  6 | 6
> O=C(Cn1ncc2c(=O)oc3ccccc3c21)N1CCC(N2CCCCC2)CC1
  -2 | 4
> CC(=O)N1CCc2cc(S(=O)(=O)Nc3cccc(C(F)(F)F)c3)ccc21
  9 | 19
> CCOc1ccc(NC(=O)CN2CCN(CC(=O)Nc3ccc4c(c3)OCO4)CC2)cc1
  -2 | -2
> CC(C)NC(=O)c1ccc2c(=O)n(C3CCCC3)c(=S)[nH]c2c1
  -2 | -2
> CCOc1ccc(C2CC(c3cccc(OC)c3)n3nc(N)nc3N2)cc1 (centres undefined)
  -1 | -5
> CCOC(=O)CSc1nc(N)c2c3c(sc2n1)CCCC3
  0 | 13
> O=C(CSc1c2c(nc3ccc(Cl)cc13)CCCC2)N1CCN(C(=O)c2ccco2)CC1
  12 | 18
> CCOC(=O)c1nnn(CC(=O)Nc2cccc(OC)c2)c1C(=O)OCC
  0 | 4
> CCn1c(SCC(=O)c2ccccc2)nc2c(c1=O)SC(C)C2 (centres undefined)
  -1 | -61
> CCOC(=O)Cc1csc(NC(=O)CN(C)S(=O)(=O)c2ccc3c(c2)CCC(=O)N3)n1
  1 | 21
> COc1ccccc1CN1C(=O)c2ccncc2C1=O
  -2 | -3
> c1ccc(SCc2nc3ccccc3[nH]2)nc1
  -1 | -1
> COc1cccc(CNC(=O)CCCNS(=O)(=O)c2cccs2)c1
  -1 | -2
> CCN(C(=O)CCc1nc(-c2ccc(OC)cc2)no1)c1cc(OC)ccc1OC
  3 | 9
> COc1ccc(N2Cc3cccc(C(=O)O)c3C2=O)cc1
  2 | 1

Grouped by structure: the entries above with a furan ring, fused or not (2)
Results follow in this order: QS inhibitor | QS inhibitor GFP MFI %
> O=C(O)CCc1ccc(-c2cccs2)o1
  0 | 2
> O=C(CSc1c2c(nc3ccc(Cl)cc13)CCCC2)N1CCN(C(=O)c2ccco2)CC1
  12 | 18

Later entries.
Results follow in this order: QS inhibitor | QS inhibitor GFP MFI %
> O=C(CC1(O)C(=O)Nc2ccccc21)c1ccc2c(c1)OCO2 (centres undefined)
  0 | 6
> CCOC(=O)N1CCN(C(=O)C2CCN(C(=O)c3cc4sccc4n3CC)CC2)CC1
  -7 | -13
> CC(C)(C)N=C1NC(=NC(C)(C)C)c2ccccc21
  -2 | -24
> COc1ccc(Nc2oc(COc3ccccc3F)nc2C#N)cc1
  17 | 38
> COC(=O)/C=c1/sc2nc3ccccc3n2c1=O
  0 | 7
> CCOC(=O)CCSCC(=O)Nc1cc(C)on1
  10 | 20
> COc1cc(NC(=O)Nc2cccc(C(C)=O)c2)cc(OC)c1OC
  0 | 7
> Cc1ccc(C2C(C#N)=C(N)Oc3nc(-c4ccccc4)[nH]c32)o1 (centres undefined)
  -1 | -8
> Cc1c(C(=O)O)oc2ccc(S(=O)(=O)NCc3ccccc3)cc12
  -1 | -14
> N#Cc1c(NC(=O)c2cc(C3CC3)on2)sc2c1CCC2
  2 | 15
> CCCCCCC(C)n1[nH]c(=O)c2c(C)cc(=O)[nH]c21 (centres undefined)
  0 | 17
> CCOC(=O)C1CSC(CC(=O)Nc2ccc(Cl)cc2)C(=O)N1 (centres undefined)
  -10 | -16
> Cn1cccc1Cc1nnc(SCC(=O)Nc2cccc(F)c2)n1CCc1ccccc1
  9 | 28
> O=C(CCn1cccc1)NC1CCCc2ccccc21 (centres undefined)
  -4 | -8
> CC(C)(CC(=O)O)Cc1nc(-c2ccc(Cl)cc2)no1
  1 | 17
> COc1cc2c(=O)n(Cc3ccco3)c(=O)n(CC(=O)c3cccc(Br)c3)c2cc1OC
  7 | 26
> CCOc1ccc(CCNS(=O)(=O)c2cnc[nH]2)cc1OCC
  -3 | -12
> CCOc1ccc(C(=O)Nc2c3c(nn2-c2cccc(Cl)c2)CS(=O)C3)cc1 (centres undefined)
  -1 | 6
> COCCNC(=O)NC1(C(F)(F)F)Oc2ccc(Cl)cc2O1 (centres undefined)
  0 | 0
> Cc1ccc(CN2CCSc3ccc(C(=O)N4CCN(c5ncccn5)CC4)cc32)cc1
  -1 | 10
> COC(=O)C1Cc2c([nH]c3ccccc23)C(C)N1 (centres undefined)
  -5 | -30
> Cc1ccc(C)c(CN2C(=O)C3(OCCCO3)c3ccccc32)c1
  18 | 24
> COCCN(CCOC)S(=O)(=O)c1ccc(C(=O)Nc2nc(-c3ccncc3)cs2)cc1
  2 | 18
> CCOc1cccc(OCCOCCN2CCCC2)c1
  0 | -10
> CCN(CC)c1ccc(NC(=O)c2cnc3ccccn3c2=O)c(C)c1
  2 | -20
> CCCNS(=O)(=O)c1ccc2c(c1)CCCN2C(C)=O
  -7 | -44
> CCc1nc2c(cnn2-c2ccc(Cl)cc2)c(=O)n1-c1ccc2c(c1)OCCO2
  -1 | -13
> O=C(CCn1c(=O)[nH]c2ccccc2c1=O)NCCCN1CCN(c2cccc(Cl)c2)CC1
  -5 | -26
> Clc1cccc(-c2nnc(-c3ccccc3)o2)c1
  1 | 8
> O=C(Nc1cccc(Br)c1)c1ccn[nH]1
  -3 | -30
> O=C(O)c1nc2ccccc2nc1C(=O)O
  3 | 15
> CC1(C)C(c2ccccc2)=NC(c2ccc(F)cc2)N1O (centres undefined)
  -8 | -32
> CC(C)C(NC(=O)c1ccccc1NC(=O)c1ccco1)C(=O)O (centres undefined)
  -2 | -5
> Cc1cc(C(=O)Nc2cnn(Cc3ccc(Cl)cc3Cl)c2)no1
  18 | 48
> Cc1ccc(S(=O)(=O)N2CCCC2C(=O)Nc2nc3ccccc3s2)cc1 (centres undefined)
  -3&0 | -3&8
> CCOC(=O)N1CCN(C(=O)c2ccc3c(SCC(=O)O)c4c(nc3c2)CCC4)CC1
  -2 | -6
> O=c1cc(N2CCc3ccccc3C2)[nH]c(=O)n1C1CCCCC1
  4 | 17
> COc1cccc(NC(=O)c2ocnc2C)c1
  3 | 15
> Cc1ccc2nsnc2c1S(=O)(=O)N1CCN(C(=O)C2CCCO2)CC1 (centres undefined)
  1 | 23
> CC1(C)CC(=O)C2=C(C1)OC(N)=C(C#N)C2c1ccccc1OC(=O)N1CCOCC1 (centres undefined)
  1 | 4
> C(=C\c1ccccc1)/CSc1nnc(-c2ccccn2)n1Cc1ccco1
  3 | 7
> Cc1cc(C)cc(OCC(=O)NC2=NCCS2)c1
  -1 | -5
> Cc1nn(CC(C)C)c(=S)[nH]c1=O
  4 | 17
> CC(C)c1nnc(NC(=O)Cc2cccs2)s1
  2 | 32
> Cc1cccc(N2CCN(C(=O)CCn3c(=S)[nH]c4cc5c(cc4c3=O)OCO5)CC2C)c1 (centres undefined)
  31 | 36
> O=C(C1CCN(c2ccc(N3CCOCC3)nn2)CC1)N1CCc2ccccc2C1
  -1 | -6
> O=C(CCSc1ccccc1)Nc1ccc(S(=O)(=O)N2CCOCC2)cc1
  0 | -1
> CCOc1ccc(S(=O)(=O)Nc2ccc3c(c2)OCO3)c2cccnc12
  -1 | -9
> CC(C)CCN(C)C1CCN(C(=O)Nc2c(F)cccc2F)CC1
  2 | 8
> Nc1nc(N2C(=O)C3CC=CCC3C2=O)nn1-c1ccccc1 (centres undefined)
  -2 | 12
> N#Cc1cnc2sc3ccccc3n2c1=N
  -1 | 0
> CCOC(=O)c1[nH]c(CSc2nnc(-c3ccncc3)n2CCOC)c(C(=O)OCC)c1C
  0 | 2
> Cc1ccccc1-n1nc2c(c1NC(=O)c1c(-c3ccccc3Cl)noc1C)CSC2
  -5 | -18
> COc1ccc(NC(=O)CSc2nnc(Cc3cccn3C)n2CCc2ccccc2)c(OC)c1
  0 | -13
> Cc1ccc2oc(=O)c3cc(C(=O)NCc4ccco4)sc3c2c1
  1 | -6
> CCOc1ccc2nc(NC(=O)Nc3cccs3)sc2c1
  11 | 20
> Cc1cccc(CS(=O)(=O)Cc2ccc(C(=O)NCC3CCCO3)o2)c1 (centres undefined)
  -1 | -9
> O=C(CN1CCN(Cc2ccc(Cl)cc2)C1=O)NCCN1CCCC1
  0 | 10
> CCOC(=O)c1cc2sc(C)cc2n1CC(=O)Nc1cccc(C)c1C
  3 | 7
> N#Cc1c(N)nc(SCc2ccncc2)c(C#N)c1-c1cccs1
  0 | 16

(list continues)
Results follow in this order: QS inhibitor | QS inhibitor GFP MFI %
> CC(C)N(CCCNC(=O)C1CCN(S(=O)(=O)N2CCOCC2)CC1)Cc1ccccc1
  2 | 12
> CCN(CC)CCCN1C(=O)C(O)=C(C(=O)c2ccco2)C1c1ccc(C)o1 (centres undefined)
  5 | 15
> CN(C)c1nc(N2CCCCC2)nc(N2CCCCC2)n1
  -1 | -2
> Cc1nnc(SCCn2c(N3CC(C)CC(C)C3)nc3c2c(=O)n(C)c(=O)n3C)s1 (centres undefined)
  2 | 5
> Cc1ccccc1-n1nnnc1SCC(=O)Nc1ccc(S(=O)(=O)N2CCCC2)cc1
  1 | 12
> COc1ccc(OC)c(S(=O)(=O)NCc2cn3cccc(C)c3n2)c1
  -5 | -1
> CCOC(=O)N1CCN(C(=O)CSc2nnc(-c3cc(OC)cc(OC)c3)o2)CC1
  1 | 6

Compound activity: PubChem, NMMLSC
